Screens from PubChem.
Mtb RmlCD inh: M. tuberculosis RmlC/RmlD coupled enzyme inhibitors, primary screen, biochemical, compound mixtures, 384-well, from 1536-well plates; 0.03% of 160,000 active; dTDP-4-dehydrorhamnose reductase (Mycobacterium tuberculosis (strain ATCC 25618 / H37Rv)) …; RmlC+RmlD coupled enzyme assay, percent inhibition; primary screen in compound mixtures; inhibition, % at 3.6 µM; in the data active = inhibition mostly above about 34%, no sharp cut-off; also: some results filed as inactive read as strong as hits
Target sequence (P9WH09 whole entry, looked up): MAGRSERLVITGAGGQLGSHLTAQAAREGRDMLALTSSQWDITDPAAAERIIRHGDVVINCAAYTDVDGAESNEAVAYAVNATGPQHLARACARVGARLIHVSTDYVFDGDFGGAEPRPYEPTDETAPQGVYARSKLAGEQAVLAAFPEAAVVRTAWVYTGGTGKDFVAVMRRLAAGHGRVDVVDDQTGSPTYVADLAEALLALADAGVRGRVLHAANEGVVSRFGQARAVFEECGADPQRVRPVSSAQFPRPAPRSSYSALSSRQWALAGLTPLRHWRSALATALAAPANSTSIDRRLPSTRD
Target sequence (P9WH11 whole entry, looked up): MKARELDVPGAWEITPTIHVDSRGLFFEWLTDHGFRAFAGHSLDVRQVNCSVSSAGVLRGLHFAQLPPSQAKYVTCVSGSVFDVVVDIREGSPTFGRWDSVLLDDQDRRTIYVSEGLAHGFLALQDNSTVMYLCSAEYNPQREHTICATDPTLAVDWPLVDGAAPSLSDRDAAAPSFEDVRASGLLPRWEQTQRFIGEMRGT
GlmU inhibition: inhibition of mycobacterial GlmU enzyme – biochemical, glucosamine-1-phosphate acetyltransferase (AID 1376). M. tuberculosis GlmU acetyltransferase enzyme assay; higher % means a stronger effect. Bifunctional protein GlmU (Mycobacterium tuberculosis (strain ATCC 25618 / H37Rv)). 0.25% of 220,000 active. inhibition, %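 (tested at 30 µM in the primary screen)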, or IC50 in µM where a hit was titrated; in the data active = inhibition above about 13%;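 also: 0% = complete reaction with vehicle and 100% = reaction without substrate; strong numbers were not always called active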
The depositor's hits bear a star; & = joins results of further samples. These rows are one share of the data. The share of hits here may be higher or lower than overall.

Results for c1ccc2c(CC3=NCCN3)cccc2c1 ?
GlmU inhibition: 1.2%

How did C[C@H]1COc2c(N3CCN(C)CC3)c(F)cc3c(=O)c(C(=O)O)cn1c23 do in these assays?
Mtb RmlCD inh: 12; GlmU inhibition: -1.5%

How did C[C@H](CCC(=O)O)[C@H]1CC[C@H]2[C@@H]3[C@@H](O)C[C@@H]4C[C@H](O)CC[C@]4(C)[C@H]3CC[C@]12C do in these assays?
Mtb RmlCD inh: 21; GlmU inhibition: -1.4%

Results for CC(Oc1c(Cl)cccc1Cl)C1=NCCN1 (configuration not stated) ?
GlmU inhibition: 2.0%

What do the screens show for `Nc1cc(-c2ccncc2)c[nH]c1=O`?
GlmU inhibition: -0.5%

How did COc1nc(C)nc(Cl)c1NC1=NCCN1 do in these assays?
GlmU inhibition: -2.7%

Results for COc1cc2nc(N3CCN(C(=O)C4COc5ccccc5O4)CC3)nc(N)c2cc1OC (configuration not stated) ?
GlmU inhibition: -4.3%

How did NS(=O)(=O)c1cc2c(cc1C(F)(F)F)NC(Cc1ccccc1)NS2(=O)=O (configuration not stated) do in these assays?
GlmU inhibition: 2.8%

Results for C[C@]12CC3CC(N)(C1)C[C@@](C)(C3)C2 ?
GlmU inhibition: 3.8%

How did O=C1N(c2ccccc2)c2ccccc2C1(Cc1ccncc1)Cc1ccncc1 do in these assays?
Mtb RmlCD inh: -7; GlmU inhibition: 4.2%&0.8%

Results for COc1ccccc1OCC(O)COC(N)=O (configuration not stated) ?
GlmU inhibition: 4.4%

What do the screens show for `Cc1cc2c(s1)Nc1ccccc1N=C2N1CCN(C)CC1`?
Mtb RmlCD inh: -10; GlmU inhibition: 1.2%

Results for CCCn1ncc(CN2CCCC(C(=O)c3cccc(OC(C)C)c3)C2)c1C (configuration not stated) ?
GlmU inhibition: -3.0%

How did Cc1coc2c1C(=O)C(=O)c1c-2ccc2c1CCCC2(C)C do in these assays?
Mtb RmlCD inh: 21; GlmU inhibition: 0.5%

How did CC(C)Cc1ccc(C(C)C(=O)O)cc1 (configuration not stated) do in these assays?
GlmU inhibition: 3.7%

Ordered by number of heavy atoms (ascending): some entries from above
Results for C[C@]12CC3CC(N)(C1)C[C@@](C)(C3)C2 ?
GlmU inhibition: 3.8%

What do the screens show for `Nc1cc(-c2ccncc2)c[nH]c1=O`?
GlmU inhibition: -0.5%

How did CC(C)Cc1ccc(C(C)C(=O)O)cc1 (configuration not stated) do in these assays?
GlmU inhibition: 3.7%

How did COc1nc(C)nc(Cl)c1NC1=NCCN1 do in these assays?
GlmU inhibition: -2.7%

Results for COc1ccccc1OCC(O)COC(N)=O (configuration not stated) ?
GlmU inhibition: 4.4%

What do the screens show for `Cc1cc2c(s1)Nc1ccccc1N=C2N1CCN(C)CC1`?
Mtb RmlCD inh: -10; GlmU inhibition: 1.2%

How did C[C@H]1COc2c(N3CCN(C)CC3)c(F)cc3c(=O)c(C(=O)O)cn1c23 do in these assays?
Mtb RmlCD inh: 12; GlmU inhibition: -1.5%

How did NS(=O)(=O)c1cc2c(cc1C(F)(F)F)NC(Cc1ccccc1)NS2(=O)=O (configuration not stated) do in these assays?
GlmU inhibition: 2.8%

How did C[C@H](CCC(=O)O)[C@H]1CC[C@H]2[C@@H]3[C@@H](O)C[C@@H]4C[C@H](O)CC[C@]4(C)[C@H]3CC[C@]12C do in these assays?
Mtb RmlCD inh: 21; GlmU inhibition: -1.4%

How did O=C1N(c2ccccc2)c2ccccc2C1(Cc1ccncc1)Cc1ccncc1 do in these assays?
Mtb RmlCD inh: -7; GlmU inhibition: 4.2%&0.8%

Additional compounds
Results for CC1=NN(c2ccccc2)C(=O)C1 ?
GlmU inhibition: 3.7%

How did CN(C)C/C=C(/c1ccc(Br)cc1)c1cccnc1 do in these assays?
GlmU inhibition: 2.5%

Results for CN1CCC(=C2c3ccccc3CCc3sccc32)CC1 ?
Mtb RmlCD inh: 6; GlmU inhibition: -5.8%

Results for CCOc1ccc(S(=O)(=O)N2CCCCCC2)c2ccccc12 ?
Mtb RmlCD inh: 0; GlmU inhibition: 9.4%

Results for COc1ccc(CN(CCN(C)C)c2ccccn2)cc1 ?
GlmU inhibition: -2.0%

Results for CC(C)Cn1cnc2c1c(=O)n(C)c(=O)n2C ?
Mtb RmlCD inh: -7; GlmU inhibition: 2.9%
